High-throughput results as filed in PubChem.
COUP-TFII inh: NR2F2 transcriptional activity inhibitors, primary screen, cell-based, luciferase reporter, HEK293T, luminescence | COUP transcription factor 2 (Homo sapiens), P24468 | inhibition, % at 8.6 µM | HEK293T NGFI-A luciferase reporter | actives 0.7% (n = 370,000);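 active = inhibition above a per-plate cutoff, mean inhibition of test wells between control levels plus 3 SD, cut at about 38% in these data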;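 also: cells cotransfected with COUP-TFII expression vector driving the NGFI-A reporter; 0% = median of COUP-TF2 test wells and 100% = reporter-only cells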
SRC1 inh: SRC1 coactivator transcriptional activity inhibitors, primary screen, cell-based, luminescence. Nuclear receptor coactivator 1 (Homo sapiens), Q15788. HEK293 GAL4-SRC1 luciferase reporter. inhibition, % at 3.6 µM. actives 0.12% (n = 360,000). AID 588354, 2011;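 active = inhibition above the campaign mean plus 3 SD, with each screening campaign given its own cutoff, cut at about 60% in these data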;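 also: 0% = DMSO treated cells and 100% = gossypol at 36 µM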
NCOA3 inh: SRC3 coactivator transcriptional activity inhibitors, primary screen, cell-based, luminescence; HEK293 GAL4-SRC3 luciferase reporter; inhibition, % at 3.6 µM; actives 0.17% (n = 360,000);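 active = inhibition above a per-campaign cutoff, the mean of all compounds plus 3 SD, cut at about 60% in these data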;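 also: 0% = DMSO-treated cells and 100% = gossypol-treated cells at 36 µM; higher means less SRC3-driven luciferase light from the GAL4 reporter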
TWEAK-Fn14 inh: inhibitors of TWEAK-Fn14 signaling, primary screen, luciferase reporter cells, uHTS; AID 1159606, 2016; actives 2% (n = 360,000); inhibition, % at 10 µM; TWEAK-stimulated Fn14 reporter cells, luciferase luminescence, 8 h; in the data active = inhibition above about 50%
LMP1 NFkB inh: EBV LMP1-driven NF-kappaB luciferase reporter inhibitors, primary screen, cell-based, luminescence, single point | LMP1-induced NF-kappaB luciferase reporter cells | inhibition, % at 12.5 µM | actives 0.69% (n = 350,000); in the data active = inhibition above about 41%;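 also: 0% = neutral control wells and 100% = reference inhibitor control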
NR5A2 inv ag: LRH-1 (NR5A2) inverse agonists, primary screen, cell-based, luminescence, HEK293T, StAR-luciferase reporter; inhibition, % at 3.6 µM; Nuclear receptor subfamily 5 group A member 2 (Homo sapiens), O00482; LRH-1 transfected, 24 h; actives 0.13% (n = 360,000);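 active = inhibition above the mean inhibition of all tested compounds plus 3 SD, cut at about 73% in these data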;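 also: 0% = DMSO wells and 100% = reporter-only cells lacking LRH-1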
Target sequence (O00482 whole entry, looked up): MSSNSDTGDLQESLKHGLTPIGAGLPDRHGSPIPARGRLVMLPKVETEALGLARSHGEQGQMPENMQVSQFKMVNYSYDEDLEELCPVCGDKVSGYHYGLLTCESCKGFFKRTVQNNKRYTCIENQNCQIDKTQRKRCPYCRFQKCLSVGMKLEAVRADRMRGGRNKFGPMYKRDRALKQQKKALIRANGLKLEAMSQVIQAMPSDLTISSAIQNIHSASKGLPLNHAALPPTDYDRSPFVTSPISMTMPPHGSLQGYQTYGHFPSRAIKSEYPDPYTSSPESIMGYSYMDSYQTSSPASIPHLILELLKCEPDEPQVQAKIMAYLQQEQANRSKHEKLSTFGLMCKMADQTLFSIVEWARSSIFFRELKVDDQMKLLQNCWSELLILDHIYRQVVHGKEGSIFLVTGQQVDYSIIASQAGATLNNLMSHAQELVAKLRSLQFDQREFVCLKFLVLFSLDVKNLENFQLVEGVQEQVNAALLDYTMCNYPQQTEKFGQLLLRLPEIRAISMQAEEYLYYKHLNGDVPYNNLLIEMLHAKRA
TROY NFkB inh: inhibitors of TROY-driven NF-kB signaling, primary screen, Q293 LMP1-TROYcd cells, NF-kB luciferase, uHTS; Q293 LMP1-TROYcd NF-kB luciferase reporter, 4 h; inhibition, % at 10 µM; actives 0.98% (n = 360,000); AID 1347056, 2019;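 active = compounds whose plate-normalised and pattern-corrected inhibition of the luciferase reporter signal at the single screening dose is 50% or more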
TRAIL sens C8: viability loss with TRAIL in NB7+C8 cells, primary screen, TRAIL sensitizer project, cell-based, ATPlite luminescence; inhibition (viability loss, TRAIL sensitization), % at 10 µM; actives 1% (n = 360,000); AID 624354, 2012;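 active = compounds causing at least 50% loss of cell viability in the single-dose screen, relative to plate controls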
TLR9-MyD88 inh: inhibitors of TLR9-MyD88 association in cells, primary screen, cell-based, CHO, BLA complementation, fluorescence. actives 0.21% (n = 340,000). inhibition, % at 4.98 µM. Toll-like receptor 9 (Homo sapiens) + Myeloid differentiation primary response protein …. CCF4 FRET ratio;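 active = inhibition above the mean over all tested compounds plus 3 SD, cut at about 21% in these data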;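 also: 0% = DMSO only wells and 100% = clavulanate BLA inhibitor control wells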
NCOA2 inhibitor: inhibition of GAL4-SRC2 driven luciferase reporter, primary screen, SRC2 inhibitor project, cell-based, luminescence | HEK293 GAL4-SRC2 luciferase reporter | actives 0.17% (n = 370,000) | Nuclear receptor coactivator 2 (Homo sapiens), Q15596 | inhibition, % at 9 µM;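 active = inhibition above the mean inhibition of all tested compounds plus 3 SD, set per campaign, cut at about 52% in these data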;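 also: 0% = DMSO treated cells and 100% = cells given Gossypol at 36 µM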
NOD2-RIPK2 inh: NOD2-RIPK2 binding disruptors in cells, primary screen, fluorescence, CHO cells, BLA complementation. inhibition, % at 4.98 µM. Receptor-interacting serine/threonine-protein kinase 2 (Homo sapiens), O43353. AID 624267, 2012. CCF4 ratio. actives 0.38% (n = 360,000); in the data active = inhibition above about 21%;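 also: 0% = vehicle only and 100% = reference blocker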
Target sequence (O43353 whole entry, looked up): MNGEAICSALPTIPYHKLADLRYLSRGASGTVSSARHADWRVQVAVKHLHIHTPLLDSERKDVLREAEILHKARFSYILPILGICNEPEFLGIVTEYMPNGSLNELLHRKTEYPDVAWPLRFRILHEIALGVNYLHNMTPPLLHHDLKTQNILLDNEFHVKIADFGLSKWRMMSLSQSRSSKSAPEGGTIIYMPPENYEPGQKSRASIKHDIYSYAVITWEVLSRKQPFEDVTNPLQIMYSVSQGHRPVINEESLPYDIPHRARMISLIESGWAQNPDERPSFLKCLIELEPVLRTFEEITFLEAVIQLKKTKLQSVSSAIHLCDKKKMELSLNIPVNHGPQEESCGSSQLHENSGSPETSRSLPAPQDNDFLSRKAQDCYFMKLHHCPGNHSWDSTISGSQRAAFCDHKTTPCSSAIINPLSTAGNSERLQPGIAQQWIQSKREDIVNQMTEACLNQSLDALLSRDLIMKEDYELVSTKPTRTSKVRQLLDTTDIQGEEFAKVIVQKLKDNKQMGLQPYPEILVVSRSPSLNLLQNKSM
* = called active by the depositor; . = no result given.

SMILES	COUP-TFII inh	SRC1 inh	NCOA3 inh	TWEAK-Fn14 inh	LMP1 NFkB inh	NR5A2 inv ag	TROY NFkB inh	TRAIL sens C8	TLR9-MyD88 inh	NCOA2 inhibitor	NOD2-RIPK2 inh
COc1ccc(C(=O)NC2CCCc3c2cnn3-c2cc(F)cc(F)c2)c(OC)c1OC (stereo not drawn)	-0.5	16.4	16.8	-13.2	-9.1	-17.8	14.0	14.2	-0.3	2.3	-2.2
O=c1cc(NC2CCCCC2)c2ccccc2o1	-4.6	9.0	0.7	-9.1	-2.8	-4.4	-20.9	-5.2	-2.8	-3.4	-15.9
COc1ccc(OC)c(-n2nnnc2SCC(=O)Nc2ccc(C(=O)N3CCCCC3)cc2)c1	11.0	8.1	1.2	-7.1	11.8	22.1	3.9	-20.4	-3.5	-2.2	-5.0
CCCCCC(=O)NC(=S)NNC(=O)CC	-18.2	-3.1	-4.7	11.6	-15.7	-21.0	-7.4	22.5	-5.3	-15.0	0.9
CCOC(=O)C1CCN(S(=O)(=O)c2ccc(NC(=O)OC)cc2)CC1	22.0	13.1	15.2	-0.1	12.7	-2.4	15.8	4.5	-4.9	34.0	-10.1
CCOC(=O)C1C(=O)Nc2nc(C)nn2C1c1ccccc1 (stereo not drawn)	-3.4	5.1	7.8	13.0	3.4	-5.4	-29.0	-5.2	1.6	14.3	-2.1
Cc1cccc(C2N(c3ccc(F)cc3)C(=O)C3CCCN32)c1 (stereo not drawn)	-5.5	2.9	-29.1	-15.8	-2.5	-19.5	1.1	-4.7	-7.7	-28.4	-10.8
COc1ccc(C(=O)C2CCN(C(=O)Nc3ccc(C)cc3)CC2)cc1	-2.7	-13.9	-15.7	28.0	1.6	-21.1	-7.5	21.7	-11.0	-3.4	-7.5
O=C(C1=C(O)C(=O)N(c2nc3ccc(Cl)cc3s2)C1c1ccco1)c1ccco1 (stereo not drawn)	-19.7	-37.4	-23.9	27.8	4.1	-36.2	-15.0	1.5	-6.5	1.6	6.5
CCc1cccc2sc(NC(=O)C3CC3)nc12	1.4	-4.0	-1.9	25.6	-7.7	-19.5	-10.9	-5.5	5.7	15.4	-9.1
Cc1ccc(NC(=O)CSc2nc(N)cc(N)n2)cc1S(=O)(=O)N1CCOCC1	-5.1	-4.7	-9.4	-2.9	4.3	14.6	4.2	8.0	-9.8	22.1	-7.9
CCCC(=O)NC(c1ccc(N(C)C)cc1)c1c(O)ccc2ccccc12 (stereo not drawn)	3.8	2.2	5.1	10.7	-6.3	7.5	13.1	17.0	-5.5	22.8	6.1
Cc1ccc2nc(SCC(=O)N(CC(C)C)c3c(N)n(CC(C)C)c(=O)[nH]c3=O)[nH]c2c1	15.0	-12.0	9.8	-6.8	1.6	11.0	-13.8	-9.4	3.5	12.9	-2.3
Cn1c2c(c(=O)n(C)c1=O)C(c1cc3c(cc1Br)OCO3)CC(=O)N2 (stereo not drawn)	10.1	1.6	-16.9	13.7	-3.8	-0.3	-10.2	12.4	8.5	-15.0	-14.1
CCn1c(CCC(=O)N(C)CC(=O)Nc2cccc(F)c2)nc2cc(S(=O)(=O)N(C)C)ccc21	23.5	-9.0	-3.9	5.3	1.4	17.9	-2.8	-17.1	-19.1	-6.4	2.9
CCN(C=NC1=NN(c2cccc(C(F)(F)F)c2)CC1)CC	4.6	-22.1	4.1	-35.5	-2.5	2.4	-14.8	6.1	3.0	-37.4	-8.6
CCCNc1cc(C)c(C#N)c2nc3ccccc3n12	2.7	6.8	8.8	4.1	4.7	17.8	10.2	-11.9	-0.8	-18.3	-4.7
COc1ccccc1C(=O)COC(=O)Cc1n[nH]c(=O)c2ccccc12	-4.2	3.3	-4.8	-14.7	-6.8	-9.3	-6.7	3.0	-0.5	3.0	2.1
CCN1CCN(CCNC(=O)c2ccc(/C=C3/Sc4ccccc4N(Cc4cccc(C)c4)C3=O)cc2)CC1	-9.8	12.2	1.1	-30.6	-17.0	-0.6	50.6*	16.6	5.3	-3.6	3.6
O=C(Nc1cccc(Br)c1)c1cc(=O)c2ccccc2o1	18.0	7.5	0.7	-22.0	0.5	9.8	-3.0	-2.9	0.8	-10.8	-13.3
Cn1c(N)c(C(=O)CSc2nc3ccccc3[nH]2)c(=O)n(C)c1=O	9.1	-3.5	-0.7	-12.9	1.0	-3.3	10.5	-2.6	-5.6	-22.9	-10.3
Cc1csc(=Nc2ccccc2)n1CCCN1CCCC1=O	13.6	-8.3	-0.7	12.1	2.3	-3.3	3.0	-4.8	9.4	0.7	-2.9
COc1ccc(CN2CCC(=O)NC2=O)cc1	-7.2	5.8	2.5	6.3	1.8	-13.1	-2.9	2.4	-12.6	-36.2	-9.8
O=C(Cn1cnc2ccccc2c1=O)c1ccc(OC(F)F)cc1	-24.4	-16.8	-21.0	14.3	-10.0	-56.4	-25.9	10.6	2.5	-17.6	-1.1
O=C(CCc1ccccn1)N1CCCC(N2CCN(c3cccc(C(F)(F)F)c3)CC2)C1 (stereo not drawn)	13.8	-29.6	9.3	20.3	0.8	10.8	12.2	5.3	5.4	-9.0	-0.1
CCOC(=O)C1(C(F)(F)F)N=C(C(F)(F)F)Nc2cc(C)c(C)cc21 (stereo not drawn)	0.5	7.0	17.6	-1.4	-5.8	-6.3	-6.5	-6.0	3.2	16.4	-5.7
CCCn1nc(C(=O)Oc2ccc3c(C)cc(=O)oc3c2)c2ccccc2c1=O	-9.3	-2.5	-0.9	6.6	6.2	-19.2	6.7	-8.3	-7.7	-15.3	-5.1
C/C(=N\NC(=O)c1nnn(-c2nonc2N)c1CN1CCC(C)CC1)c1ccc(Br)cc1	-11.0	-2.4	3.5	-19.0	2.2	-1.0	-6.0	-1.8	-5.0	-17.6	3.3
OC(CC1CC12c1ccccc1-c1ncccc12)(c1ccccc1)c1ccccc1 (stereo not drawn)	5.2	-14.1	9.0	14.0	-5.1	-20.8	-3.3	11.2	-13.7	11.0	9.8
CC(C)c1cc(Cn2c3ccccc3c(=O)n2C(C)Cn2cc(CCCC#N)nn2)on1 (stereo not drawn)	-5.4	.	.	.	.	-8.4	.	-4.7	.	-14.7	-8.4
O=C(Nc1ccc(NC(=O)c2cccs2)cc1Cl)c1ccco1	-6.3	-120.6	-41.4	-16.0	-25.5	-72.2	-15.3	-0.4	-1.7	-31.0	-8.2
Cc1ncn(C23CC4CC(CC(C4)C2)C3)n1	1.6	-22.9	9.1	21.0	13.3	-6.3	-4.1	-2.9	-4.4	-29.5	-7.7
O=C(Nc1cc(C(F)(F)F)ccc1F)C1Cc2c(-c3ccccc3Oc3ccccc3)ccnc2O1 (stereo not drawn)	20.8	10.8	2.3	18.9	.	-4.9	14.5	2.3	.	4.4	-2.1
Cc1ccc2[nH]c3c(c2c1)SC(C)(C)CC3=O	-12.4	-1.0	-4.2	9.8	-9.9	21.4	9.2	-15.4	-6.0	-16.4	10.7
O=C(NCCO)c1ccc2nc(Cc3cccc(Cl)c3)oc2c1	1.9	-19.5	-29.5	1.7	-1.2	-5.9	-16.3	13.2	-9.7	-18.1	1.1
CCOC(=O)CC1C(=O)NCCN1S(=O)(=O)c1ccc(Br)cc1 (stereo not drawn)	13.9	1.3	2.4	-3.8	-13.9	14.7	5.4	-4.2	3.7	12.5	-1.9
COc1cc(NC(=O)c2ccccc2Cl)c(OC)cc1NC(=O)CN1CCOCC1	12.2	11.2	11.8	9.0	-4.0	16.1	-12.9	-3.4	0.5	-5.9	3.2
CCCCn1c(C(C)O)nc2ccccc21 (stereo not drawn)	1.5	1.7	11.4	1.1	7.5	8.0	9.6	26.0	-1.7	-12.5	-4.1
CCOC(=O)c1c(C)[nH]c(C)c1S(=O)(=O)NC(C)Cc1ccco1 (stereo not drawn)	1.1	6.0	-4.2	-1.8	1.1	5.9	-8.1	-12.4	-2.2	-28.4	-7.0
CCN(CC)C(=O)/C=C/c1ccccc1	-52.2	-54.5	-52.3	-0.4	-7.7	-41.2	-46.0	3.4	-6.7	4.8	3.5

Reformatted as comma-separated lines: part of the list above.
molecule,COUP-TFII inh,SRC1 inh,NCOA3 inh,TWEAK-Fn14 inh,LMP1 NFkB inh,NR5A2 inv ag,TROY NFkB inh,TRAIL sens C8,TLR9-MyD88 inh,NCOA2 inhibitor,NOD2-RIPK2 inh
CC(C)c1cc(Cn2c3ccccc3c(=O)n2C(C)Cn2cc(CCCC#N)nn2)on1 (stereo not drawn),-5.4,.,.,.,.,-8.4,.,-4.7,.,-14.7,-8.4
O=C(NCCO)c1ccc2nc(Cc3cccc(Cl)c3)oc2c1,1.9,-19.5,-29.5,1.7,-1.2,-5.9,-16.3,13.2,-9.7,-18.1,1.1

The listing continues.
SMILES	COUP-TFII inh	SRC1 inh	NCOA3 inh	TWEAK-Fn14 inh	LMP1 NFkB inh	NR5A2 inv ag	TROY NFkB inh	TRAIL sens C8	TLR9-MyD88 inh	NCOA2 inhibitor	NOD2-RIPK2 inh
CC(=O)c1cccc(Nc2nc3ccccc3n3cnnc23)c1	-13.7	-17.1	-15.3	-32.3	-11.1	-1.3	-29.1	22.6	-14.3	-31.2	3.4
N#Cc1ccc(S(=O)(=O)N2CCN(C(=O)C3CC(=O)N(c4ccc5c(c4)OCCO5)C3)CC2)cc1 (stereo not drawn)	2.2	-11.0	-4.6	7.4	-1.5	-8.9	-2.7	-8.9	-10.6	-24.0	-5.2
CCc1nc(SCC(=O)Nc2ccccc2Cl)n[nH]1	-3.3	-25.9	0.5	9.1	2.1	3.4	4.9	9.3	0.2	20.1	-7.0
C=CCn1c(C(C)NC(=O)c2ccccc2C)n[nH]c1=S (stereo not drawn)	0.9	2.3	14.4	0.4	-14.1	11.6	-6.3	3.5	-5.7	10.8	-11.9
CCn1cc(C(=O)NC(=S)Nc2sc3c(c2C(=O)OC)CCCCCC3)cn1	10.3	-3.1	0.1	-18.9	-50.1	-10.3	70.8*	27.8	-7.8	5.1	3.3
O=C(c1cccc([N+](=O)[O-])c1)N1CCN(C(=O)c2ccco2)CC1	9.3	3.0	8.3	-3.0	-3.3	3.7	-8.2	3.3	3.8	2.5	-3.8
COc1ccc(/C=N/NC(=O)c2ccc(-n3cnnn3)cc2)cc1	0.2	0.2	10.1	49.0	15.0	-19.3	3.0	7.6	7.1	-26.1	-9.9
Cc1nn(CC(=O)N(C)C)c(=O)c2ccccc12	-12.0	6.8	9.0	-2.5	5.8	17.7	-0.1	7.5	-6.2	-6.4	-0.7
C/C(=N\OCC(=O)OC(C)C(=O)Nc1ccc(C(N)=O)cc1)c1ccc2c(c1)OCO2 (stereo not drawn)	-7.2	-1.8	-2.5	-5.2	2.9	9.3	0.4	-25.0	-5.3	12.9	2.9
COc1ccc(CNC(=O)CCCn2nc(C)n3c(cc4sccc43)c2=O)cc1	-1.0	5.3	6.1	-22.1	4.2	14.8	2.1	-2.1	6.5	-10.9	2.6

The list is partial (hit frequency here may not be typical).
